Kir21 inh: inhibitors of mouse Kir2.1 inward-rectifier potassium channel; HEK293-Kir2.1, FluxOR thallium flux fluorescence; stronger effect = lower value; B-score at 10 µM; 310,000 compounds, 0.85% hits; AID 1672, 2009;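 active means fluorescence ratio B-score at or below minus 3 SD of library scores, with starting-brightness B-score within 2 SD, cut at about -4.2 in these data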;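 further: channel flux triggered by added potassium and thallium sulfate stimulus; B-score of peak minus minimum fluorescence over baseline after thallium stimulus; more negative B-score means stronger Kir2.1 block with less thallium influx; some compounds called inactive have numbers as strong as hits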
KCNQ2 block: KCNQ2 potassium channel inhibitors, primary screen, cell-based, CHO-K1, FluxOR thallium flux, B-score (AID 2156); Potassium voltage-gated channel subfamily KQT member 2 (Rattus norvegicus), O88943; 20 min; stronger effect = lower value; B-score at 10 µM; 310,000 compounds, 1.1% hits;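 active means fluorescence ratio B-score at most minus 3 library SDs, with starting brightness B-score within 2 library SDs, cut at about -5.5 in these data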
Target sequence (O88943 whole entry, looked up): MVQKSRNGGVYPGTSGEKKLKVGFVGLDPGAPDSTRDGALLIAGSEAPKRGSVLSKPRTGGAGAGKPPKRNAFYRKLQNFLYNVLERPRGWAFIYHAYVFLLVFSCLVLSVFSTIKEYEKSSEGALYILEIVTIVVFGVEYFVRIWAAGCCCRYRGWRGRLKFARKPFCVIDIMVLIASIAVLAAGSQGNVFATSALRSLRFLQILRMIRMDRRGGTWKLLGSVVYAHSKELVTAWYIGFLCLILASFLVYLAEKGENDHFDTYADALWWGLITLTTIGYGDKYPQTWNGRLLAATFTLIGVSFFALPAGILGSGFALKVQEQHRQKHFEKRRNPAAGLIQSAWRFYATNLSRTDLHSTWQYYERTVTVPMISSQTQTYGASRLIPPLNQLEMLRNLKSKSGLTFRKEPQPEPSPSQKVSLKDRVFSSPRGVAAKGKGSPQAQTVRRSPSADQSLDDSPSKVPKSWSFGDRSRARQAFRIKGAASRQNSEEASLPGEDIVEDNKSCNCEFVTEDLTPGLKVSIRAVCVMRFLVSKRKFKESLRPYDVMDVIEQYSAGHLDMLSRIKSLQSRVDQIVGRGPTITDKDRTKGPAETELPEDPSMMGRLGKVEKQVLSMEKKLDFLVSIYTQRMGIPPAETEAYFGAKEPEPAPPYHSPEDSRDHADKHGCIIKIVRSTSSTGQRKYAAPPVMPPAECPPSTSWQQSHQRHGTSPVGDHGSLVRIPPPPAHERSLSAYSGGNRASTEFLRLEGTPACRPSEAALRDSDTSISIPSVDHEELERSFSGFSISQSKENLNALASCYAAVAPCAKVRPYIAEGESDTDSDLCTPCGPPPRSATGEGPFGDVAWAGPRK
The depositor's hits bear a star; i = inactive.

SMILES | Kir21 inh | KCNQ2 block
Cc1ccc(OCCN(C)C(=O)C2CCC(=O)N(CCCN3CCCC3=O)C2)cc1 (stereo not given) | 1.7 | i
CN1C=CC2=C(C#N)C(N)C(C#N)(C#N)[C@H](c3ccccc3)[C@H]2C1 (stereo not given in full) | -1.9 | i
Cc1ccc(S(=O)(=O)/N=C(\Sc2ccccc2)c2ccccc2)cc1 | -0.97 | i
CCOC(=O)N1CCN(S(=O)(=O)c2cc([N+](=O)[O-])ccc2C)CC1 | 0.61 | i
Cc1cc(NC(CC(C)C)C(=O)O)nc(Cc2ccccc2)n1 (stereo not given) | -2.6 | i
N#CCCN(C(=O)c1ccco1)c1ccccc1 | 1.3 | i
O=C(Cn1cc(C(F)(F)F)ccc1=O)NCc1ccc(F)cc1 | 0.14 | i
CCOc1ccc(CCNC(=O)COC(=O)/C=C/c2ccc(OC(F)F)c(OC)c2)cc1OCC | -0.42 | i
CCOc1ccc2[nH]c(=O)c(CN(CCc3ccccc3)C(=O)N3CCCC3)cc2c1 | 1.4 | i
O=C(c1ccc(Cl)c([N+](=O)[O-])c1)N1CCN(Cc2ccc3c(c2)OCO3)CC1 | 0.4 | i

Nothing new here: entries from further up.
SMILES | Kir21 inh | KCNQ2 block
CCOC(=O)N1CCN(S(=O)(=O)c2cc([N+](=O)[O-])ccc2C)CC1 | 0.61 | i
Cc1cc(NC(CC(C)C)C(=O)O)nc(Cc2ccccc2)n1 (stereo not given) | -2.6 | i
N#CCCN(C(=O)c1ccco1)c1ccccc1 | 1.3 | i
O=C(Cn1cc(C(F)(F)F)ccc1=O)NCc1ccc(F)cc1 | 0.14 | i
CCOc1ccc(CCNC(=O)COC(=O)/C=C/c2ccc(OC(F)F)c(OC)c2)cc1OCC | -0.42 | i
CCOc1ccc2[nH]c(=O)c(CN(CCc3ccccc3)C(=O)N3CCCC3)cc2c1 | 1.4 | i
O=C(c1ccc(Cl)c([N+](=O)[O-])c1)N1CCN(Cc2ccc3c(c2)OCO3)CC1 | 0.4 | i

Continuation:
SMILES | Kir21 inh | KCNQ2 block
O=[N+]([O-])c1cc2c(cc1/C=N/n1cnnc1)OCO2 | 1.9 | i
O=C(CN1C(=O)COc2ccc(S(=O)(=O)N3CCCC3)cc21)NC1CC1 | 1.6 | i
O=S(=O)(Nc1ccc(N2CCOCC2)cc1)c1cccs1 | -0.84 | i
O=c1c2ccccc2nc(/C=C/c2cccc(Br)c2)n1CCCO | -0.01 | i
Cn1c(=O)oc2cc(S(=O)(=O)CCC(=O)NCCc3ccccc3)ccc21 | 1.4 | i
CN(C)/C=C/C(=O)c1ccc(Cl)s1 | 0.47 | i
COc1cc2c(cc1OC)C(SC)=NC1(CCCC1)C2 | 0.05 | i
Cc1ccc(C2C(C#N)=C(N)Oc3cc(N)ccc32)cc1 (stereo not given) | 0.67 | i
O=C(NCC(O)c1ccccc1)c1ccccc1 (stereo not given) | 0.13 | i
O=C(CC(Cc1ccccc1)C(=O)O)Nc1ccccc1 (stereo not given) | -1.4 | i
C[C@]12C(=O)N(c3ccc(Cl)cc3)C(=O)N1[C@@H]1c3ccccc3OC[C@@H]1[C@H]2c1ccccc1 | -0.84 | i
O=C(Nc1nc2ccccc2s1)c1cccc(S(=O)(=O)N2CCc3ccccc32)c1 | -1.7 | i
Cn1c(Cc2ccccc2)nnc1SCC(=O)c1cccs1 | -0.76 | i
CC(C)(CNC(=O)c1ccc(NS(=O)(=O)c2ccc(Br)cc2)cc1)N1CCOCC1 | 0.09 | i
CCOc1cccc2sc(N(CCCN(C)C)C(=O)c3ccc(C(=O)c4ccccc4)cc3)nc12 | -2.8 | i
COc1ccc(CNS(=O)(=O)c2ccc(C3CNC(=O)C3)cc2)cc1 (stereo not given) | -1.2 | i
O=C(CS(=O)(=O)c1ccccc1)N1CCN(c2ccccc2)CC1 | 1 | i
CCOC(=O)C1CCCN(C(=O)c2ccc(S(=O)(=O)NCc3ccco3)cc2)C1 (stereo not given) | 1.5 | i
O=S(c1ccsc1)c1ccsc1 | 1.4 | i
CCC(=O)NC(=S)Nc1ccc(NC(=S)NC(=O)c2ccc(C)cc2)cc1 | 1.7 | i
COc1ccccc1C(=O)NCC(c1ccco1)N1CCc2ccccc21 (stereo not given) | -3.8 | -6.3*
CC(=O)c1ccccc1N(C(=O)Cn1nnc2ccccc21)C(C(=O)NCC1CCCO1)c1ccc(N2CCOCC2)cc1 (stereo not given) | -0.14 | i
CCOc1ccccc1NC(=O)CCc1nnc2ccc(N3CCC(C)CC3)nn12 | -0.16 | i
Oc1c(N=NC(=S)Nc2ccccc2F)c2ccccc2n1Cc1ccc(F)cc1 | 1.9 | i
N=c1c(-c2nc3ccccc3[nH]2)cc(C(=O)c2ccco2)nn1-c1ccccc1 | -0.11 | i
O=S(=O)(Nc1ccccn1)c1ccc(Oc2ccccc2)cc1 | -0.49 | i
CCOc1ccc(CNC(=O)C2CCCN(c3nnc(C)c4c(C)n(-c5ccccc5)nc34)C2)cc1 (stereo not given) | -0.8 | i
COc1ccc(-n2nnnc2CNC(=O)C(=O)c2c(C)[nH]c3ccccc23)cc1 | -0.59 | i
COc1ccc(C(=O)N2CCn3c(C)ccc3C2C)cc1 (stereo not given) | 1.2 | i
CN1CCN(C(=O)CCCOc2ccc(Cl)cc2Cl)CC1 | -0.67 | i
Cc1ccc(CNC(=O)/C=C/c2ccc(Br)o2)cc1 | 2.1 | i
O=C(Nc1ccc2nn(-c3ccccc3)nc2c1)c1cccs1 | -0.8 | i
CC(=O)Nc1ccc(C(=O)NCC2CCCCC2)cc1 | 0.18 | i
CCOc1ccc(NC(=S)N2CCN(c3ccc(N4CCOCC4)nn3)CC2)cc1 | -0.04 | i
CCc1ccccc1NC(=S)/N=C(\N)Nc1nc(C)c2cc(C)ccc2n1 | 0.95 | i
Cc1cc(=O)oc2cc(OCC(=O)OCC(=O)NC(C)C)ccc12 | 1.4 | i
Cc1ccc(C(=O)NC(=S)NCc2ccccc2)cc1 | -1.8 | i
O=S(=O)(NC1CC(NS(=O)(=O)OCC(Cl)(Cl)Cl)C2CCCCC12)OCC(Cl)(Cl)Cl (stereo not given) | 2.1 | i
COc1cccc(-n2nc(C(=O)Nc3ccc4c(c3)OCO4)c3ccccc3c2=O)c1 | 0.31 | i
Cc1cc(C)n(Cc2ccc(Cl)cc2Cl)c(=O)c1S(=O)(=O)c1ccccc1 | 0.02 | i
C=CCn1c(C(CCCC)CC(C)O)n[nH]c1=S (stereo not given) | -1.3 | i
Cc1cc(C)c(NC(=O)Cn2cc3c(n2)CCCC3)c(C)c1 | 1.1 | i
CC(C)Sc1n[nH]c(=O)n1-c1cccc(C(F)(F)F)c1 | 1.6 | i
CCCCN1C(=O)CC(Sc2ccccc2C(=O)O)C1=O (stereo not given) | 1.9 | i
CC(C)c1ccc(NC(=O)CCNS(=O)(=O)c2cccc3nsnc23)cc1 | 0.57 | i
COc1c(F)c(F)c(C(=O)Nc2ccccc2N2CCN(C(=O)C(C)C)CC2)c(F)c1F | 0.11 | i
O=C(Nc1cc(S(=O)(=O)N2CCOCC2)ccc1N1CCOCC1)c1cc2c(s1)CCC2 | -0.37 | i
CCN(CC)C(=O)C1=C(C)NC(=O)NC1c1c(F)cccc1Cl (stereo not given) | 0.33 | i
Cc1cc(C)c2nc(-c3ccco3)cc(C(=O)O)c2c1 | -0.01 | i
Cc1nn(CC2CC2)c(=O)n1-c1ccc(Oc2ccccc2)cc1 | -0.5 | i

(cont.)
SMILES | Kir21 inh | KCNQ2 block
Cc1ccc(-c2c(C#N)c(N)nc3c2CCCCCC3)o1 | -0.74 | i
NC(=S)N=Nc1c(O)n(CC(=O)Nc2ccccc2)c2ccccc12 | -0.04 | i
NNC(=O)c1nc[nH]c1C(=O)Nc1ccccc1 | -0.37 | i
COc1ccc(/C=C/C(=O)Nc2ccccc2C(=O)O)cc1 | 0.28 | i
Cc1cccc(/C=C/c2onc(C)c2S(=O)(=O)N2CCC(C(=O)N3CCC(C)CC3)CC2)c1 | 0.84 | i
Cc1cccc(N2CCN(C(=O)c3c(Cl)cnn3C)CC2)c1C | -1.1 | i
CCOC(=O)CSc1ccc(C(=O)Nc2ccc(OC)cc2)cn1 | 1.3 | i
CCN(CC)c1ccc2c(C)c(Cl)c(=O)oc2c1 | -2.6 | i
O=C(Cn1nc(-c2ccccc2)ccc1=O)Nc1cccc(NC(=O)c2ccccn2)c1 | 2.4 | i
O=C(N/N=C/C1CC=CCC1)c1ccc(O)cc1O (stereo not given) | 0.93 | i
CCn1c(=O)[nH]c2cc(C(=O)N3CCN(c4ccccc4)CC3)ccc2c1=O | -1.1 | i
Cc1cc2oc(=O)cc(CN3CCCCC3)c2cc1C | -0.62 | i
CC(C)n1c(SCCCc2ccccc2)nc2c1c(=O)[nH]c(=O)n2C | -0.47 | i
CCOC(=O)CC1=C(C(=O)OCC)C(c2cccs2)C(C#N)=C(N)O1 (stereo not given) | 0.51 | i
COc1ccc(-c2nc(-c3ccc(Br)o3)no2)cc1OC | 2.1 | i
COc1ccccc1CCNC(=O)NC1CCCCC1 | 0.93 | i
Cc1ccc(-c2csc3nc[nH]c(=S)c23)cc1C | 0.15 | i
Cc1cc(Cl)ccc1OCC(=O)Nc1nc(-c2cccnc2)cs1 | 0.52 | i
CCNc1nc(NCC)nc(N/N=C/c2ccc(N(C)C)cc2)n1 | -0.32 | i
CCOc1ccc(NS(=O)(=O)c2cc(NC(=O)CCC(=O)c3cccs3)ccc2Cl)cc1 | -1.3 | i
Cc1ccc(CNC(=O)COc2ccc3c(c2)CCC3)cc1 | 0.8 | i
CCn1c2ccccc2c2cc(NC(=O)c3cccc([N+](=O)[O-])c3)ccc21 | -1.7 | i
O=C(CCN1C(=O)C2CC=C(Cl)CC2C1=O)NCc1ccccc1 (stereo not given) | 0.77 | i
O=C(c1ncn[nH]1)N1CCN(c2nc(-c3ccccc3)cs2)CC1 | 0.68 | i
COc1cc(C2=NOC(C(=O)Nc3cc(C)on3)C2)cc(OC)c1OC (stereo not given) | -0.38 | i
CC(=O)Nc1ccc2nc(CN3CCN(Cc4ccc(F)cc4)C(CCO)C3)ccc2c1 (stereo not given) | -1.2 | i
CCOC(=O)CN1C(=O)c2ccccc2C1=O | -0.26 | i
CCc1ccc(OC(C)C(=O)N(Cc2ccccc2)C2CCS(=O)(=O)C2)cc1 (stereo not given) | -2.2 | i
CC(C)c1ccc(NC(=O)Cc2ccc(NC3=NC4CS(=O)(=O)CC4S3)cc2)cc1 (stereo not given) | -4.3 | i
Cc1ccc(NC(=O)CN2C(=O)NC3(CCC(C)CC3)C2=O)c(Cl)c1 (stereo not given) | -0.24 | i
Cc1ccccc1-c1noc(-c2ccccc2C(=O)N2CCCC2)n1 | 0.01 | i
COc1cc(OC)cc(C(=O)Nc2ccc(NC(=O)c3ccco3)c(Cl)c2)c1 | 0.17 | i
COc1ccc(NC(=O)COc2ccc3oc(=O)cc(C)c3c2)cc1 | -0.48 | i
CC(=O)c1cccc(NC(=O)C(C)OC(=O)C2CCC2)c1 (stereo not given) | 2.1 | i
C#Cc1ccc([C@H]2C=C(C(=O)O)O[C@@H](OCc3ccc(CO)cc3)C2)cc1 | -1.2 | i
CN(C)C(=S)SCC(=O)NC(=O)NC(C)(C)C | 0.49 | i
O=C(CCn1c(=O)sc2ccccc21)NCc1ccco1 | -0.8 | i
C=CCn1c(N)cc(=O)nc1SCC(=O)Nc1ccccc1C(N)=O | 0.86 | i
CCOc1ccc(CC(=O)N2CCN=C2SC)cc1 | 0.59 | i
Cc1cc([N+](=O)[O-])ccc1-c1ccc(C2Nc3ccccc3C(=O)N2O)o1 (stereo not given) | -1.4 | i

Structural class: the compounds so far with a nitro group on carbon (five)
SMILES | Kir21 inh | KCNQ2 block
CCOC(=O)N1CCN(S(=O)(=O)c2cc([N+](=O)[O-])ccc2C)CC1 | 0.61 | i
O=C(c1ccc(Cl)c([N+](=O)[O-])c1)N1CCN(Cc2ccc3c(c2)OCO3)CC1 | 0.4 | i
O=[N+]([O-])c1cc2c(cc1/C=N/n1cnnc1)OCO2 | 1.9 | i
CCn1c2ccccc2c2cc(NC(=O)c3cccc([N+](=O)[O-])c3)ccc21 | -1.7 | i
Cc1cc([N+](=O)[O-])ccc1-c1ccc(C2Nc3ccccc3C(=O)N2O)o1 (stereo not given) | -1.4 | i

(more compounds)
SMILES | Kir21 inh | KCNQ2 block
Cc1ccc(C)c(CSC2=NCCN2C(=O)Cc2ccc([N+](=O)[O-])cc2)c1 | 0.15 | i
CCCOC1CCCN(C(=O)c2cc(COc3cncc(Cl)c3)on2)C1 (stereo not given) | -0.77 | -8.2*
Cc1cccc(NS(=O)(=O)c2ccc3[nH]c(=O)cc(C(=O)O)c3c2)c1 | 1.2 | i
CCOC(=O)C1(CC2CCCCO2)CCN(C(=O)Nc2cccc(SC)c2)CC1 (stereo not given) | -1.3 | i
COc1cc(SSc2cc(OC)cc([N+](=O)[O-])c2N)c(N)c([N+](=O)[O-])c1 | -0.84 | i
CCCCN(CC)C(=O)Cn1ncc2c3ccccc3n(CCC)c2c1=O | -1.6 | i
O=C(CCCCCN1C(=O)c2ccccc2C1=O)NC1CCCC1 | 0.1 | i
CC(=O)c1cccc(-n2nnnc2SCC(=O)NNC(=O)C(C)C)c1 | -0.4 | i
COC(=O)C1=C(C(=O)OC)[C@@H]2N(Cc3ccccc3)c3ccccc3[C@@]23C[C@@H](C(=O)OC)N(C(=O)NC(C)(C)C)C3=N1 | -0.05 | i
O=C(Nc1ccccc1)N1CCc2ccccc21 | 0.51 | i
O=C(Nc1cccc(NC(=O)c2ccco2)n1)c1ccco1 | -1.8 | i
CCn1c(-c2cc(-c3cccc(OC)c3)nc3ccccc23)n[nH]c1=S | 0.91 | i
COc1ccc([C@@H]2[C@@H]3C(=O)N(C(C)(C)C)C(=O)[C@@H]3[C@]3(C)C(=O)N(c4cccc(Cl)c4)C(=O)N23)cc1 | 0.01 | i
Cn1c(CNC(=O)c2ccccc2)nnc1SCC(=O)Nc1nccs1 | 0.95 | i

Screening results as filed in PubChem BioAssay.
